V-ATPase pHluor – yeast V-ATPase proton transport regulation by pHLuorin; response, % at 10 µM; AID 504577; 350,000 compounds, 0.37% hits; S. cerevisiae, pHLuorin cytosolic pH fluorescence; in the data active = response mostly above about 7.3%, no sharp cut-off; inactive = mostly below about 5.4%; also: actives read high; inactives centre near 0; some compounds called inactive have numbers as strong as hits; reference of the scale not given here
Keap1 Nrf2 FP – inhibitors of human Keap1-Nrf2 protein-protein interaction | inhibition, % at 9.4 µM | 340,000 compounds, 0.15% hits | Q14145 | Keap1 Kelch-Nrf2 peptide fluorescence polarization, 1536-well | AID 504523; in the data active = inhibition above about 12%;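 also: human Keap1 Kelch domain with fluorescein labeled Nrf2 9mer peptide probe; 0% = neutral control wells and 100% = peptide positive control; higher means more block of Keap1 binding to Nrf2 peptide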
Target sequence (Q14145 whole entry, looked up, the tested form may be a part): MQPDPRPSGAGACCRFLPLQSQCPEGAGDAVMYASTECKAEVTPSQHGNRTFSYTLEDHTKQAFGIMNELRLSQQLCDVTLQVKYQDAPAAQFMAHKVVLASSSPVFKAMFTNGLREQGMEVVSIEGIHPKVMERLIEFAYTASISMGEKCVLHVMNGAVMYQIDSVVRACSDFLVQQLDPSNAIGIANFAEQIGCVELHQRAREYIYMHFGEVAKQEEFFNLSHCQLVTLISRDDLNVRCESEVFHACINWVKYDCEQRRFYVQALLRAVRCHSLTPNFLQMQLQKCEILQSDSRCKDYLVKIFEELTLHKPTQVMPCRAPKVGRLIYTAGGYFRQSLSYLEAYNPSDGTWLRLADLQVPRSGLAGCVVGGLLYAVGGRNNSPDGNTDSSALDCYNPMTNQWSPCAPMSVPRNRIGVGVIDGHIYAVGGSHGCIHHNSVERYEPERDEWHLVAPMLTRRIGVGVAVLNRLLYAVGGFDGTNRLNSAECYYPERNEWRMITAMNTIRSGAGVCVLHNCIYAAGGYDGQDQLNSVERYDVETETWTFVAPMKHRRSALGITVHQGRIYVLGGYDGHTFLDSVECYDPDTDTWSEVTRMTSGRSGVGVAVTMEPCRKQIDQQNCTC
LANA DNA inh – inhibitors of KSHV LANA C-terminal domain DNA binding; MBP-C-LANA/FAM-LBS DNA binding, fluorescence polarization; inhibition, % at 9 µM; 340,000 compounds, 0.078% hits; AID 504423;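 active = highest replicate inhibition at or above 60% at 9 µM, even if other replicates fall short; inactive = all replicates below 60% inhibition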;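 also: 0% = neutral control wells and 100% = 4 µM acridine orange control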
DAGLB inh – diacylglycerol lipase beta (human) inhibition; inhibition, % at 5.17 µM; 340,000 compounds, 0.059% hits; HEK293T DAGLB membrane lysate, EnzChek fluorogenic substrate; AID 504411; Q8NCG7; in the data active = inhibition above about 34%;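 also: 0% = enzyme with vehicle and 100% = wells lacking enzyme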
Pemphigus Ab inh – human desmoglein-3 autoantibody binding inhibition; P32926; binding (percent of control), % at 10 µM; AID 588358; 310,000 compounds, 0.48% hits; DSG3-coupled beads, scFv-anti-DSG3-GFP binding, flow cytometry; stronger effect = lower value;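 active = binding more than 3 SD below its plate's average and above zero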;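 also: hits lower antibody fragment binding to DSG3; some compounds called inactive have numbers as strong as hits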
RTF Ca sens inh – cardiac RTF calcium desensitization; IANBD-labeled cardiac RTF, Ca2+ fluorescence; inhibition, % at 7.15 µM; 340,000 compounds, 0.12% hits; AID 493244;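 active = inhibition above the mean inhibition of all tested compounds plus 3 SD, cut at about 17% in these data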;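 also: assay run at fixed EC70 calcium of 1.6 mM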
CAL PDZ FP-1 – blocks peptide binding to human CAL PDZ domain. Q9HD26. purified CAL PDZ, TMR-peptide fluorescence polarization, 1 h. inhibition, % at 20 µM. 330,000 compounds, 0.02% hits. AID 504414;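 active = highest replicate inhibition of at least 40%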;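 also: plate controls were DMSO neutral control wells for no effect and unlabeled competitor peptide control wells for full effect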
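System: tagged CAL PDZ domain. Schedule: 1 h room-temperature incubation prior to read. Signal: fluorescence polarization (mP). Measure: percent inhibition from loss of millipolarization.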
CAL PDZ FP-2 – blocks peptide binding to the human CAL PDZ domain | inhibition, % at 24.9 µM | Q9HD26 | 300,000 compounds, 0.92% hits | purified CAL PDZ, TMR-peptide fluorescence polarization, 1 h | AID 602252;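 active = mean inhibition of at least 30% with at least half of replicates also reaching 30%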;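 also: 0% = DMSO neutral control and 100% = excess unlabeled competitor peptide PRC23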
Arr AP2 block – inhibitors of human beta-arrestin and AP2 interaction; FITC-arrestin peptide / GST-AP2 beads, flow cytometry; AP2 beta2 appendage carries R879A mutation; inhibition, % at 10 µM; 340,000 compounds, 0.31% hits;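 active = inhibition above a set limit, near 3 SD of compounds lacking own fluorescence, cut at about 54% in these data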;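 also: plate controls were DMSO wells for no effect and 5 µM unlabelled arrestin peptide for full effect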
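System: GST-tagged AP2 beta2-adaptin appendage (R879A) on 4 µm glutathione beads / Reagent: FITC-arrestin peptide, 50 nM / Detection: HyperCyt-sampled flow cytometry, FL1 channel, ex 488/em 535 nm / Timing: 12 min plus 1 h, RT / Buffer or medium: PBS plus Tween 20 (0.05%) and BSA (0.1%)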
NSD2 inh – inhibitors of human histone methyltransferase NSD2; O96028; NSD2 peptide methylation, AlphaScreen, 120 min; inhibition, % at 12.5 µM; 310,000 compounds, 0.54% hits; in the data active = inhibition above about 50%
Numbers without * were called inactive. Only part of the results is shown; the hit share may differ from the screen's.

Screening O=c1cc2ncc(-n3cc([N+](=O)[O-])cn3)cn2[nH]1 returned V-ATPase pHluor 1, Keap1 Nrf2 FP 3, LANA DNA inh 1.2, DAGLB inh -1, Pemphigus Ab inh 99, RTF Ca sens inh 9, CAL PDZ FP-1 -0.1, CAL PDZ FP-2 -1, Arr AP2 block 6 and NSD2 inh 2.
O=C(CSc1n[nH]c(-c2cccnc2)n1)Nc1ccccc1[N+](=O)[O-] was read as V-ATPase pHluor 1, Keap1 Nrf2 FP 0, LANA DNA inh 1.9, DAGLB inh 1, Pemphigus Ab inh 119, RTF Ca sens inh 16, CAL PDZ FP-1 -2.6, CAL PDZ FP-2 1, Arr AP2 block -3 and NSD2 inh 1.
`Cc1ccc([N+](=O)[O-])cc1NC(=O)/C=C/C(=O)O` gave V-ATPase pHluor 2, Keap1 Nrf2 FP -2, LANA DNA inh -2.6, DAGLB inh 0, Pemphigus Ab inh 80, RTF Ca sens inh -8, CAL PDZ FP-1 -0.4, CAL PDZ FP-2 -2, Arr AP2 block -3 and NSD2 inh -4.
`O=C(Nc1ccc(N=Nc2ccccc2)cc1)c1cccc(Cl)c1` gave V-ATPase pHluor -1, Keap1 Nrf2 FP 0, LANA DNA inh -1.1, DAGLB inh 4, Pemphigus Ab inh 98, RTF Ca sens inh -12, CAL PDZ FP-2 -3, Arr AP2 block -7 and NSD2 inh -1.
Screening COc1ccccc1CCC(=O)N(C)C1CCCN(Cc2ccccc2F)C1 (stereo not given) returned V-ATPase pHluor 1, Keap1 Nrf2 FP 0, LANA DNA inh -0.8, DAGLB inh -5, Pemphigus Ab inh 106, RTF Ca sens inh 2, CAL PDZ FP-1 0.6, CAL PDZ FP-2 -6, Arr AP2 block 37 and NSD2 inh 1.
O=C(Nc1ccccc1)c1cc([N+](=O)[O-])ccc1N1CCCCC1 was read as V-ATPase pHluor -3, Keap1 Nrf2 FP -2, LANA DNA inh 0.8, DAGLB inh -3, Pemphigus Ab inh 95, RTF Ca sens inh 8, CAL PDZ FP-1 -0.7, Arr AP2 block 24 and NSD2 inh 0.
Screening O=C(Nc1ccc(N2CCOCC2)c(Cl)c1)c1ccc(S(=O)(=O)N2CCOCC2)cc1 returned V-ATPase pHluor -6, Keap1 Nrf2 FP 1, LANA DNA inh 0.8, DAGLB inh -4, Pemphigus Ab inh 113, RTF Ca sens inh 3, CAL PDZ FP-1 -0.9, CAL PDZ FP-2 -3, Arr AP2 block -1 and NSD2 inh 4.
Screening O=C(Nn1cnnc1)c1ccccc1-c1ccccc1 returned V-ATPase pHluor 5, Keap1 Nrf2 FP -1, LANA DNA inh -0.2, DAGLB inh -1, Pemphigus Ab inh 100, RTF Ca sens inh -5, CAL PDZ FP-1 -0.9, CAL PDZ FP-2 0, Arr AP2 block 3 and NSD2 inh 2.
Screening COc1ccc(C2c3[nH]c4ccccc4c3CCN2C(=O)Cc2nonc2C)c(F)c1 (stereo not given) returned V-ATPase pHluor -2, Keap1 Nrf2 FP -7, LANA DNA inh 0.4, DAGLB inh -1, Pemphigus Ab inh 89, RTF Ca sens inh -13, CAL PDZ FP-1 0.4, CAL PDZ FP-2 -2 and Arr AP2 block 6.
COc1cc(CNC(C)(C)CO)cc(Br)c1OCc1ccc(Cl)cc1Cl was read as V-ATPase pHluor -1, Keap1 Nrf2 FP 0, LANA DNA inh 1.5, DAGLB inh 2, Pemphigus Ab inh 103, RTF Ca sens inh 8, CAL PDZ FP-1 -3.8, CAL PDZ FP-2 -1, Arr AP2 block 41 and NSD2 inh 0.
Cc1cccc(NC(=S)N2CCCC2)c1 was read as V-ATPase pHluor -4, Keap1 Nrf2 FP -2, LANA DNA inh -1.1, DAGLB inh 2, Pemphigus Ab inh 87, RTF Ca sens inh 2, CAL PDZ FP-1 -0.5, CAL PDZ FP-2 -5, Arr AP2 block 20 and NSD2 inh -2.
CCOC(=O)C1CCN(Cc2cccc(OC)c2)CC1 was read as Keap1 Nrf2 FP -1, LANA DNA inh -0.1, DAGLB inh -2, Pemphigus Ab inh 80, RTF Ca sens inh 4, CAL PDZ FP-1 -2.0, CAL PDZ FP-2 -3, Arr AP2 block 12 and NSD2 inh -1.
Screening Cc1ccc(CNC(=O)c2oc3ccc(S(=O)(=O)N4CCOCC4)cc3c2C)cc1 returned V-ATPase pHluor 1, Keap1 Nrf2 FP 2, LANA DNA inh 0.2, DAGLB inh -5, Pemphigus Ab inh 97, RTF Ca sens inh -3, CAL PDZ FP-1 -0.7, CAL PDZ FP-2 -2, Arr AP2 block 29 and NSD2 inh 0.
Screening CN(C)CCN(C(=O)c1ccc(S(=O)(=O)N2CCc3ccccc32)cc1)c1nc2ccc(F)cc2s1 returned V-ATPase pHluor -4, Keap1 Nrf2 FP 0, LANA DNA inh -1.1, DAGLB inh 1, Pemphigus Ab inh 91, RTF Ca sens inh -3, CAL PDZ FP-1 -3.6, CAL PDZ FP-2 2, Arr AP2 block 17 and NSD2 inh 0.
`CCNC1CCS(=O)(=O)C1` (stereo not given) gave V-ATPase pHluor -3, Keap1 Nrf2 FP -2, LANA DNA inh 1.7, DAGLB inh -1, Pemphigus Ab inh 109, RTF Ca sens inh 1, CAL PDZ FP-1 0.4, Arr AP2 block 19 and NSD2 inh 3.

As a working copy, some entries already given:
CCOC(=O)C1CCN(Cc2cccc(OC)c2)CC1 was read as Keap1 Nrf2 FP -1, LANA DNA inh -0.1, DAGLB inh -2, Pemphigus Ab inh 80, RTF Ca sens inh 4, CAL PDZ FP-1 -2.0, CAL PDZ FP-2 -3, Arr AP2 block 12 and NSD2 inh -1.
Screening Cc1ccc(CNC(=O)c2oc3ccc(S(=O)(=O)N4CCOCC4)cc3c2C)cc1 returned V-ATPase pHluor 1, Keap1 Nrf2 FP 2, LANA DNA inh 0.2, DAGLB inh -5, Pemphigus Ab inh 97, RTF Ca sens inh -3, CAL PDZ FP-1 -0.7, CAL PDZ FP-2 -2, Arr AP2 block 29 and NSD2 inh 0.
Screening CN(C)CCN(C(=O)c1ccc(S(=O)(=O)N2CCc3ccccc32)cc1)c1nc2ccc(F)cc2s1 returned V-ATPase pHluor -4, Keap1 Nrf2 FP 0, LANA DNA inh -1.1, DAGLB inh 1, Pemphigus Ab inh 91, RTF Ca sens inh -3, CAL PDZ FP-1 -3.6, CAL PDZ FP-2 2, Arr AP2 block 17 and NSD2 inh 0.
`CCNC1CCS(=O)(=O)C1` (stereo not given) gave V-ATPase pHluor -3, Keap1 Nrf2 FP -2, LANA DNA inh 1.7, DAGLB inh -1, Pemphigus Ab inh 109, RTF Ca sens inh 1, CAL PDZ FP-1 0.4, Arr AP2 block 19 and NSD2 inh 3.

Carrying on:
For Nc1ncnc2c1ncn2[C@@H]1O[C@H](CNCc2cn(CC(=O)NC3CC3)c3ccccc23)[C@@H](O)[C@H]1O the results were V-ATPase pHluor 1, Keap1 Nrf2 FP -2, LANA DNA inh -1.3, DAGLB inh -3, Pemphigus Ab inh 102, RTF Ca sens inh -7, CAL PDZ FP-1 0.6, CAL PDZ FP-2 -2 and Arr AP2 block 36.
Screening COc1ccc(-n2nc(C(=O)NCc3ccco3)c3c4ccccc4n(C)c3c2=O)cc1 returned V-ATPase pHluor 1, Keap1 Nrf2 FP 1, LANA DNA inh 0.2, DAGLB inh 2, Pemphigus Ab inh 87, RTF Ca sens inh 3, CAL PDZ FP-1 -2.3, CAL PDZ FP-2 -10, Arr AP2 block 15 and NSD2 inh 1.
`COc1ccc(C(C)(C)C)cc1S(=O)(=O)NCC1CCCO1` (stereo not given) gave V-ATPase pHluor 1, Keap1 Nrf2 FP -7, LANA DNA inh -0.1, DAGLB inh -2, Pemphigus Ab inh 101, RTF Ca sens inh 0, CAL PDZ FP-1 11, CAL PDZ FP-2 -8, Arr AP2 block -11 and NSD2 inh -1.
`COc1ccc(Oc2nc(OC)cc(OC)n2)cc1` gave V-ATPase pHluor -1, Keap1 Nrf2 FP -2, LANA DNA inh -1.1, DAGLB inh 0, Pemphigus Ab inh 105, RTF Ca sens inh -7, CAL PDZ FP-1 0.4, CAL PDZ FP-2 -2, Arr AP2 block 1 and NSD2 inh 0.
Screening COc1ccc(S(=O)(=O)N2CCC(C(=O)NC3CCCCC3)CC2)cc1C returned V-ATPase pHluor 1, Keap1 Nrf2 FP -1, LANA DNA inh 3.7, DAGLB inh -3, Pemphigus Ab inh 97, RTF Ca sens inh -9, CAL PDZ FP-1 -0.8, CAL PDZ FP-2 -4, Arr AP2 block 2 and NSD2 inh -5.
Oc1ccc(/C=N/N(Cc2ccccc2)c2ccccc2)cc1 was read as V-ATPase pHluor 3, Keap1 Nrf2 FP 2, LANA DNA inh -0.2, DAGLB inh 2, Pemphigus Ab inh 97, RTF Ca sens inh 0, CAL PDZ FP-1 -0.5, CAL PDZ FP-2 9, Arr AP2 block 9 and NSD2 inh 3.
For Cc1ccc(S(=O)(=O)c2nnn(-c3cccc(F)c3)c2N)cc1 the results were V-ATPase pHluor 1, Keap1 Nrf2 FP 0, LANA DNA inh 2.7, DAGLB inh 1, Pemphigus Ab inh 95, RTF Ca sens inh -10, CAL PDZ FP-1 -2.6, CAL PDZ FP-2 -1, Arr AP2 block 5 and NSD2 inh -7.
Screening COCCN(C(=S)Nc1cccc(OC)c1)C1CCN(C(C)=O)CC1 returned V-ATPase pHluor -2, Keap1 Nrf2 FP 1, LANA DNA inh 1.0, DAGLB inh 0, Pemphigus Ab inh 110, RTF Ca sens inh -1, CAL PDZ FP-1 0.5, CAL PDZ FP-2 -3, Arr AP2 block 0 and NSD2 inh -3.
O=C(Nc1ccc(Br)cc1)C1CC=CCC1C(=O)OCC1CCCO1 (stereo not given) was read as V-ATPase pHluor 3, Keap1 Nrf2 FP -4, LANA DNA inh 0.3, DAGLB inh -6, Pemphigus Ab inh 92, RTF Ca sens inh 2, CAL PDZ FP-1 -3.1, CAL PDZ FP-2 2, Arr AP2 block 4 and NSD2 inh -1.
For COc1ccc(C(=O)NCC(=O)NCc2cc(=O)n(C)c(=O)n2C)cc1 the results were V-ATPase pHluor 5, Keap1 Nrf2 FP -3, LANA DNA inh -0.2, DAGLB inh -2, Pemphigus Ab inh 106, RTF Ca sens inh -5, CAL PDZ FP-1 -0.5, Arr AP2 block 15 and NSD2 inh -1.
`CC(C)Cn1c(N)c(C(=O)COC(=O)/C=C/c2ccccc2)c(=O)n(C)c1=O` gave V-ATPase pHluor -9, Keap1 Nrf2 FP -5, LANA DNA inh -1.8, DAGLB inh -2, Pemphigus Ab inh 101, RTF Ca sens inh 0, CAL PDZ FP-1 -0.9, CAL PDZ FP-2 -6, Arr AP2 block 16 and NSD2 inh -3.

Bioassay records (PubChem BioAssay)
